Compound activity: PubChem BioAssay, several laboratories
COUP-TFII inh: blocks human COUP-TFII nuclear receptor | P24468 | HEK293T NGFI-A luciferase reporter, luminescence | inhibition, % at 8.6 µM | 370,000 compounds, 0.7% hits;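 active = inhibition above a per-plate cutoff, mean inhibition of test wells between control levels plus 3 SD, cut at about 38% in these data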;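 note: cells cotransfected with COUP-TFII expression vector driving the NGFI-A reporter; 0% = median of COUP-TF2 test wells and 100% = reporter-only cells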
Target sequence (P24468 whole entry, looked up): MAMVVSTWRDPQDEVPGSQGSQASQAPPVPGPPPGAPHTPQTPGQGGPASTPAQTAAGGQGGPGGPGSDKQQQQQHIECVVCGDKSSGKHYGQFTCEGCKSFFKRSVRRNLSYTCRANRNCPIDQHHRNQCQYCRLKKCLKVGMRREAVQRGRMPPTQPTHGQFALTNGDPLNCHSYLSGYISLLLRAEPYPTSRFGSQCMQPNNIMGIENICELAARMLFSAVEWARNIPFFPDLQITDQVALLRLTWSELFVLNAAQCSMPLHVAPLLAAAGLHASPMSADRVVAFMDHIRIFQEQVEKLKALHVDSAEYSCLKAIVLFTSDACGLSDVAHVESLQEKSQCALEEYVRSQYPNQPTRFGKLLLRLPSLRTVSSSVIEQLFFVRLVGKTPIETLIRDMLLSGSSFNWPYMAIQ
NR5A2 inv ag: inverse agonists of human LRH-1 (NR5A2). O00482. HEK293T StAR-luciferase reporter, LRH-1 transfected, 24 h. inhibition, % at 3.6 µM. 360,000 compounds, 0.13% hits;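 active = inhibition above the mean inhibition of all tested compounds plus 3 SD, cut at about 73% in these data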;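 note: 0% = DMSO wells and 100% = reporter-only cells lacking LRH-1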
Target sequence (O00482 whole entry, looked up): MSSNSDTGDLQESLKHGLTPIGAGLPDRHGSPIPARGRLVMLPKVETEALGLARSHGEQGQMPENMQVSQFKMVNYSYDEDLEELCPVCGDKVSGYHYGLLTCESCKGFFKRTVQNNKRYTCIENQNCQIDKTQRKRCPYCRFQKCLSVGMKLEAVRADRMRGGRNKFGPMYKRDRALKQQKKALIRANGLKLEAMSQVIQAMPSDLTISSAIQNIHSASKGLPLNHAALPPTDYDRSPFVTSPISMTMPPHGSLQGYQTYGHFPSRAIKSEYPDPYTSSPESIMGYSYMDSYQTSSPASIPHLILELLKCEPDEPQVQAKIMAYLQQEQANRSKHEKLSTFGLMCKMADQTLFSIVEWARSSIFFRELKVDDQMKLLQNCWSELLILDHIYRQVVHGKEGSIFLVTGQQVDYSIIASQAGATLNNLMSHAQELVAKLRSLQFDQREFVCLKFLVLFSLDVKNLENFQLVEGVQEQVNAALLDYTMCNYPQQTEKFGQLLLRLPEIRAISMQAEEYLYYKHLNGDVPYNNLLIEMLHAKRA
NCOA1 inh: inhibits human SRC1 coactivator. Q15788. HEK293 GAL4-SRC1 luciferase reporter, luminescence. inhibition, % at 3.6 µM. 360,000 compounds, 0.12% hits. AID 588354;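 active = inhibition above the campaign mean plus 3 SD, with each screening campaign given its own cutoff, cut at about 60% in these data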;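 note: 0% = DMSO treated cells and 100% = gossypol at 36 µM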
TROY signal inh: inhibitors of TROY-dependent NF-kB signaling; AID 1347056; Q293 LMP1-TROYcd NF-kB luciferase reporter, 4 h; inhibition, % at 10 µM; 360,000 compounds, 0.98% hits;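 active = compounds whose plate-normalised and pattern-corrected inhibition of the luciferase reporter signal at the single screening dose is 50% or more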
TLR9-MyD88 inh: blocks human TLR9 binding to MyD88 | CHO BLA complementation TLR9-MyD88, CCF4 FRET ratio | inhibition, % at 4.98 µM | 340,000 compounds, 0.21% hits;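 active = inhibition above the mean over all tested compounds plus 3 SD, cut at about 21% in these data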;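 note: 0% = DMSO only wells and 100% = clavulanate BLA inhibitor control wells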
TWEAK-Fn14 inh: TWEAK-Fn14 signaling inhibition | TWEAK-stimulated Fn14 reporter cells, luciferase luminescence, 8 h | inhibition, % at 10 µM | 360,000 compounds, 2% hits | AID 1159606; in the data active = inhibition above about 50%
Granule exo inh: lytic granule exocytosis inhibition. TALL-104 LAMP-1 surface exposure, flow cytometry; cells stimulated with thapsigargin and PMA. inhibition, % at 10 µM. 360,000 compounds, 0.66% hits;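 active = inhibition above about 55%, limit read from the data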
SRC3 inh: human NCOA3 inhibition. Q9Y6Q9. HEK293 GAL4-SRC3 luciferase reporter, luminescence. inhibition, % at 3.6 µM. 360,000 compounds, 0.17% hits;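 active = inhibition above a per-campaign cutoff, the mean of all compounds plus 3 SD, cut at about 60% in these data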;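 note: 0% = DMSO-treated cells and 100% = gossypol-treated cells at 36 µM; higher means less SRC3-driven luciferase light from the GAL4 reporter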
NOD2-RIPK2 inh: inhibitors of human NOD2-RIPK2 interaction; CHO BLA complementation NOD2-RIPK2, CCF4 ratio; 360,000 compounds, 0.38% hits; inhibition, % at 4.98 µM; in the data active = inhibition above about 21%;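 note: 0% = vehicle only and 100% = reference blocker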
NCOA2 inhibitor: human SRC2 (NCOA2) inhibition; 370,000 compounds, 0.17% hits; HEK293 GAL4-SRC2 luciferase reporter, luminescence; Q15596; inhibition, % at 9 µM;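 active = inhibition above the mean inhibition of all tested compounds plus 3 SD, set per campaign, cut at about 52% in these data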;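 note: 0% = DMSO treated cells and 100% = cells given Gossypol at 36 µM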
ABHD5 PLIN5 PPI: ABHD5-PLIN5 protein interaction inhibition | Q00G26+Q8WTS1 | Split G. princeps luciferase complementation, luminescence, 4 h | inhibition, % at 4 µM | 360,000 compounds, 0.78% hits | AID 602281;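 active = inhibition above the mean inhibition across every tested compound plus 3 SD, cut at about 22% in these data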;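 note: 0% = DMSO only wells and the 100% control is not disclosed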
* hit, by the source's call; / = no result given. The list is partial, so the mix of outcomes need not match the whole.

SMILES	COUP-TFII inh	NR5A2 inv ag	NCOA1 inh	TROY signal inh	TLR9-MyD88 inh	TWEAK-Fn14 inh	Granule exo inh	SRC3 inh	NOD2-RIPK2 inh	NCOA2 inhibitor	ABHD5 PLIN5 PPI
O=C(COC(=O)c1ccccc1C(=O)c1ccccc1)NCCc1ccc(Cl)cc1Cl	-20.8	0.4	-0.3	18.2	2.2	12.1	2.1	30.1	-9.0	14.3	-0.3
CCn1c(Cn2nnc(-c3ccccc3)n2)nnc1SCC(=O)Nc1cccc(C(C)=O)c1	16.9	12.0	5.3	-0.7	-8.5	0.2	-3.5	5.8	3.0	5.4	-0.1
COc1ccc(OC)c(NC2c3ccccc3C(=O)N2Cc2ccc3c(c2)OCO3)c1 (stereo not given)	3.5	4.5	1.8	-11.4	-1.6	4.5	-2.0	-15.4	-7.0	-22.6	9.1
CCN(CC)C(=O)c1cccc(-c2csc(C(NC(C)=O)c3ccc(F)c(F)c3)n2)c1 (stereo not given)	4.9	13.4	12.5	0.4	/	10.3	-5.0	-2.1	0.2	11.1	2.2
CNC(=O)C1CC(=O)N(c2ccc(OCC(=O)Nc3ccc(OC)cc3)cc2)C1 (stereo not given)	9.0	-24.5	-29.8	12.5	-5.6	-2.4	-0.2	-1.3	4.4	-7.9	3.0
COc1ccc(Br)c(-c2nc(CS(=O)(=O)c3ccc(F)cc3)no2)c1	-10.9	-6.8	-5.7	-45.0	-4.2	-19.9	-4.4	12.3	-11.4	3.1	2.1
c1ccc(N2CCN(c3cnccn3)CC2)nc1	-17.4	-25.3	5.4	1.9	-3.2	-8.6	1.4	-3.7	-4.2	1.9	0.6
Cc1ccc(NC(=O)CN(C)C(=O)c2ccc(S(=O)(=O)N(C)c3ccccc3)cc2)cc1	6.9	-14.2	-12.2	1.2	-0.1	-36.6	10.7	12.7	-3.1	-17.6	-5.5
COc1ccc(CNC(=O)[C@H](C)N2C(=O)N3CCc4c([nH]c5ccccc45)[C@@]3(C)C2=O)cc1OC	-5.5	22.5	-5.5	5.3	3.4	36.5	-5.2	9.3	-10.6	4.4	2.3
COC(=O)c1c(NC(=O)CN2C(=O)NC3(CCC(C(C)(C)C)CC3)C2=O)sc2c1CCCCC2 (stereo not given)	-9.0	-9.8	8.9	10.4	1.6	-13.9	-1.6	23.9	-4.5	-22.7	3.5
Cc1cc(NC(=O)CSc2ncc(CO)n2Cc2ccc(F)cc2)no1	-21.9	-11.6	3.1	17.5	5.2	2.7	-1.6	3.6	-12.5	-5.1	0.8
CN(C(=O)COC(=O)C12CC3CC(CC(Cl)(C3)C1)C2)C1(C#N)CCCCC1	0.3	-1.3	-7.5	-2.1	6.4	2.6	1.0	7.5	10.6	22.6	2.9
O=C(Nc1ccccc1N1CCOCC1)c1ccc(S(=O)(=O)NCc2ccco2)cc1	-8.6	1.6	6.6	-6.6	4.2	10.0	0.7	11.1	-5.9	15.3	2.2
COc1ccc(C2C(C(=O)Nc3cccnc3)=C(C)Nc3nc(-c4ccco4)nn32)cc1 (stereo not given)	5.4	0.6	-21.1	-12.2	-2.3	4.2	-2.2	22.9	0.1	-13.4	8.8
O=C(NCCOC12CC3CC(CC(C3)C1)C2)c1cccc(Br)c1	2.9	-13.6	1.8	-14.1	0.4	-5.0	13.5	-14.7	6.9	-19.0	5.2
Cc1ccc2c(c1)C1CN(C)CCC1N2S(=O)(=O)c1cccc(C(F)(F)F)c1 (stereo not given)	-15.6	5.8	2.8	-5.0	-1.2	3.3	16.7	0.1	7.0	-5.2	2.9
O=C(NCc1ccc(F)cc1)C1CCCN(S(=O)(=O)c2cccc3nonc23)C1 (stereo not given)	8.9	8.4	7.1	-16.4	-5.8	-2.0	-0.6	25.0	-1.0	13.3	10.9
Cc1ccc(-c2ccc(CCC(=O)O)n2CC(=O)O)cc1	/	-7.0	-11.0	10.4	-3.1	16.9	0.3	20.4	-5.1	/	1.9
CCOC(=O)c1sc2ncn(C(CC)C(=O)OC)c(=O)c2c1C (stereo not given)	2.3	-5.2	-3.8	-28.0	8.5	-9.5	0.4	5.5	4.2	-12.8	-0.6
COc1ccc(OC)c(NC(=O)COC(=O)/C=C/c2c(C)nn(C3CCS(=O)(=O)C3)c2Cl)c1 (stereo not given)	-3.5	11.8	-5.8	-4.6	0.2	-1.9	17.4	4.9	-1.4	-20.3	-2.6
COc1ccc(C)cc1S(=O)(=O)N1CCN(S(=O)(=O)c2cc(C(=O)O)ccc2C)CC1	-1.5	-5.6	-14.6	-0.5	8.4	10.4	-2.7	-2.9	7.0	7.5	-2.5
C=CCn1c(SCC(=O)Nc2cccnc2Cl)nnc1-c1ccccc1F	7.0	-5.3	15.5	20.2	10.9	-1.8	1.4	19.0	1.1	15.5	-1.9
O=C(N1CCCC1)n1c(Cc2ccccc2)nc2ccccc21	3.4	20.7	-1.3	-32.3	8.7	4.7	-0.9	4.5	9.1	-46.6	4.9
COc1cc(Cl)ccc1NC(=S)N(CCCN1CCOCC1)Cc1cn(C)c2ccccc12	-6.6	13.9	3.9	2.6	-4.2	-18.9	10.4	9.2	-2.6	-3.6	2.9
C=CCn1c(SCC(=O)Nc2ccc3c(c2)OCO3)nnc1-c1ccccc1O	20.2	4.7	8.8	-5.0	-3.2	13.4	-1.7	-3.8	0.9	-0.9	-0.9
Next section:
SMILES	COUP-TFII inh	NR5A2 inv ag	NCOA1 inh	TROY signal inh	TLR9-MyD88 inh	TWEAK-Fn14 inh	Granule exo inh	SRC3 inh	NOD2-RIPK2 inh	NCOA2 inhibitor	ABHD5 PLIN5 PPI
CC1(c2ccc3noc(-c4ccc(Cl)cc4)c3c2)OCCO1	-22.4	-1.3	1.4	-16.1	-2.0	4.1	-1.3	7.4	-5.2	-20.5	15.5
COc1cc(NC(=O)c2ccc(-c3ccnn3C)c3ccoc23)cc(OC)c1OC	-57.1	2.4	-23.6	6.5	/	11.2	-12.0	-40.8	-0.6	-39.9	-5.2
CC(=O)N(CCN(C(C)=O)c1ccccc1)c1ccccc1	-9.0	-0.2	-12.5	-9.6	-6.6	3.0	-0.7	-12.1	2.5	-16.3	4.6
CCc1cc2c(NCC(=O)O)ncnc2s1	11.7	5.7	-17.2	-2.3	-11.4	-2.2	-3.2	9.8	-0.7	0.7	0.6
COc1ccccc1-n1c(SCC(=O)Nc2cccc(C)c2)nc2c(c1=O)SCC2	-49.9	3.5	-7.5	-4.2	6.2	2.5	15.0	5.1	-16.4	-6.1	2.0
COc1ccc(C(=O)OC(C(=O)c2ccccc2)c2ccccc2)cc1 (stereo not given)	15.5	20.9	6.8	3.9	11.4	-10.6	2.9	20.2	1.2	-3.3	-6.6
COCCn1c(SCC(=O)Nc2cccc(S(N)(=O)=O)c2)nc2ccccc21	-7.6	-7.3	-3.4	7.3	6.7	3.6	1.7	12.7	-2.5	-9.8	3.4
CS(=O)(=O)N1CCCC(C(=O)c2cccc(Cl)c2)C1 (stereo not given)	-6.0	8.8	0.5	-2.0	-0.5	6.4	-3.2	7.2	8.2	-7.5	-5.0
COc1cccc(/C=N\NS(=O)(=O)c2ccccc2)c1OC	-5.2	14.7	0.8	-9.1	2.5	11.3	0.6	7.4	-3.6	-32.8	-1.4
COC(=O)c1cccc(CN2C(=O)C(C)Sc3ccc(C#N)cc32)c1 (stereo not given)	-7.5	-14.8	1.3	2.9	/	1.2	21.9	-9.6	0.9	5.9	8.5
COc1cccc(C(C(=O)NC2CCCC2)N(CCC(C)C)C(=O)CCC(=O)Nc2cc(C)on2)c1 (stereo not given)	-10.1	-17.6	-2.4	-5.2	-2.0	19.4	3.4	-1.5	-2.6	6.2	-0.6
CN1CCN(c2ccc(S(=O)(=O)N3CCOCC3)cc2NC(=O)CC(C)(C)C)CC1	-13.8	20.0	10.7	2.4	0.1	-21.5	0.5	-25.3	-26.6	-8.3	0.3
C=CCOc1c(Br)cc(CNn2c(C)n[nH]c2=S)cc1OC	11.6	-2.0	-4.6	9.9	1.5	-12.3	5.5	13.2	-3.1	-20.1	-3.7
CN1/C(=C\C=Nc2ccc3ccccc3c2)C(C)(C)c2ccccc21	/	-32.3	-13.7	65.5*	16.1	2.7	45.3	-14.2	12.4	/	-2.6
COc1ccccc1NC(c1cccnc1)c1ccc2cccnc2c1O (stereo not given)	13.6	16.9	-1.5	-8.0	11.4	-11.8	16.2	-0.1	0.9	11.8	5.2
COc1ccc(N2CCN(C(=O)CCNC(=O)c3ccccc3)CC2)cc1	-5.1	9.3	-19.7	0.5	3.8	-2.9	-1.8	-6.7	-9.5	8.8	1.1
C=CCC(NC(=O)Cc1ccccc1)C(=O)NCCC (stereo not given)	15.2	2.1	0.4	-8.7	2.5	7.6	-1.5	2.5	2.2	4.1	-5.0
CCC(C)Sc1ccc([C@H]2N[C@@](Cc3ccccc3)(C(=O)OC)[C@H]3C(=O)N(CC)C(=O)[C@@H]23)cc1OC (stereo not given in full)	6.9	4.5	13.2	-15.8	-1.3	-9.6	30.2	2.7	-1.1	9.6	0.3
Cc1ccc(C)c(N2CCN(C(C(=O)NC3CCCC3)c3ccco3)CC2)c1 (stereo not given)	10.7	-16.5	/	/	/	/	-1.8	/	16.9	-20.1	4.7
COCCn1c(=S)[nH]c2cc(C(=O)NC3CCCC(C)C3C)ccc2c1=O (stereo not given)	-13.6	-10.1	-4.1	-10.5	5.6	0.5	-15.1	-0.3	-12.8	20.6	2.6
CC1Cc2ccccc2N1CC(=O)Nc1cc(S(=O)(=O)N2CCOCC2)ccc1Cl (stereo not given)	2.9	22.5	4.9	2.7	5.9	0.7	4.5	1.1	8.9	-0.5	0.4
COc1ccc2c(c1)c(CC(=O)Nc1cccc(S(N)(=O)=O)c1)c(C)n2C(=O)c1ccc(Cl)cc1	8.6	-2.1	0.6	25.5	-3.2	11.2	26.0	7.9	2.8	1.8	2.5
CCN(CC)/C(N)=N/c1nc(C)cc(C)n1	-13.1	1.7	-3.9	8.4	2.8	-6.3	-1.7	3.7	-5.2	-3.6	2.1
Cc1ccc2c(c1)N(S(=O)(=O)c1ccc(F)cc1)C(C(C)(C)C)CO2 (stereo not given)	15.0	-6.5	5.3	-0.2	-5.2	12.3	1.2	17.7	-2.9	-26.3	-9.8
O=C(COC(=O)CNC(=O)c1ccco1)NCc1ccc(F)cc1	-3.2	-4.6	-21.7	-6.8	-3.9	17.1	-0.8	-4.9	-9.6	-9.3	-2.4
C#CCN(C[C@H]1[C@H](OC(=O)NCc2ccccc2)[C@H](OC(=O)NCc2ccccc2)C[C@@H](C(=O)OC)[C@H]1C(=O)OC)S(=O)(=O)c1ccc(C)cc1	-12.4	4.1	-11.9	-1.0	-8.8	30.2	6.6	-6.8	-2.6	2.2	3.1

Arranged by length of the SMILES (falling): three of the compounds above.
SMILES	COUP-TFII inh	NR5A2 inv ag	NCOA1 inh	TROY signal inh	TLR9-MyD88 inh	TWEAK-Fn14 inh	Granule exo inh	SRC3 inh	NOD2-RIPK2 inh	NCOA2 inhibitor	ABHD5 PLIN5 PPI
COCCn1c(SCC(=O)Nc2cccc(S(N)(=O)=O)c2)nc2ccccc21	-7.6	-7.3	-3.4	7.3	6.7	3.6	1.7	12.7	-2.5	-9.8	3.4
C=CCOc1c(Br)cc(CNn2c(C)n[nH]c2=S)cc1OC	11.6	-2.0	-4.6	9.9	1.5	-12.3	5.5	13.2	-3.1	-20.1	-3.7
CS(=O)(=O)N1CCCC(C(=O)c2cccc(Cl)c2)C1 (stereo not given)	-6.0	8.8	0.5	-2.0	-0.5	6.4	-3.2	7.2	8.2	-7.5	-5.0
